hIAP act = human IAP activators, primary screen, biochemical, luminescence, uHTS | Intestinal-type alkaline phosphatase (Homo sapiens), P09923 | purified human IAP, CDP-Star luminescence, 30 min; active compounds read high; 1 = vehicle-only enzyme, 0 = enzyme-free background | activation factor at 10 µM | 330,000 compounds, 0.16% hits;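 active means activation factor of the enzyme at least 2-fold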; further: the source names both 10 and 20 µM as test concentration; values of inactives mirror those of a sister screen read the other way
Target sequence (P09923 whole entry, looked up): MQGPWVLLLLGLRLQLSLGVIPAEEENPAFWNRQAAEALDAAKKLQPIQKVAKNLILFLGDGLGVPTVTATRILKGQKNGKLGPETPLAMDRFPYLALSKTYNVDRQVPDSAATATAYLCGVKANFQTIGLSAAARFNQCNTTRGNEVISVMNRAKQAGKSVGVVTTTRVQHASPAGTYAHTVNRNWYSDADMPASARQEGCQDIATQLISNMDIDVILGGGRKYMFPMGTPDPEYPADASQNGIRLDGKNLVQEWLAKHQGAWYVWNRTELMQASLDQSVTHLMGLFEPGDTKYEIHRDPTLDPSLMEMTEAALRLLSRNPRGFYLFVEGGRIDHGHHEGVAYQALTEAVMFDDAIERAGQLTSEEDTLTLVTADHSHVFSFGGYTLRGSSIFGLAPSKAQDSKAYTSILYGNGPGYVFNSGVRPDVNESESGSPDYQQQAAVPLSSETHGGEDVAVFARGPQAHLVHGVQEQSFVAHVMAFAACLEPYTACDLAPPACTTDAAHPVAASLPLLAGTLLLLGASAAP
mIAP block = inhibitors of mouse IAP, primary screen, biochemical, luminescence, uHTS; inhibition, % at 10 µM; AID 2806, 2010; 330,000 compounds, 0.2% hits; purified mouse IAP, CDP-Star luminescence, 30 min;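 active means inhibition of at least 40% at 10 µM in the primary screen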;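 further: plate controls were DMSO with enzyme for no effect and no enzyme wells for full effect; values of inactives mirror those of a sister screen read the other way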
MIN6 prolif = inducers of MIN6 beta-cell proliferation, primary screen, ATP luminescence, uHTS; AID 2380, 2010; MIN6 cells proliferation, ATPlite luminescence, 48 h; cells starved in 0.2% serum; 100% = growth in 10% serum; proliferation, % at 10 µM; 330,000 compounds, 0.29% hits;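 active means compounds whose signal lies at least 3.5 SD above the mean of all wells on their plate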;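 further: 0% = DMSO-treated cells in low-serum medium and 100% = 10% serum control; some compounds called inactive have numbers as strong as hits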
hIAP inh = human IAP inhibitors, primary screen, biochemical, luminescence, uHTS; purified IAP, CDP-Star luminescence, 30 min; inhibition, % at 10 µM; 330,000 compounds, 0.12% hits; AID 2544, 2010;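 active means inhibition reaching a set limit with compound at 10 µM in the primary screen, cut at about 35% in these data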;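 further: plate controls were DMSO wells with enzyme for no effect and no-enzyme buffer wells for full effect; values of inactives mirror those of a sister screen read the other way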
mIAP act = activators of mouse IAP, primary screen, biochemical, luminescence, uHTS | activation factor at 10 µM | 330,000 compounds, 0.24% hits | AID 2805, 2010 | intestinal alkaline phosphatase [Mus musculus] | muIAP, CDP-Star luminescence, 30 min; active compounds read high; 1 = vehicle-only enzyme signal, 0 = enzyme-free wells;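 active means activation factor of at least 2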; further: the source names both 10 and 20 µM as test concentration; values of inactives mirror those of a sister screen read the other way
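also added = chemiluminescent substrate CDP-Star | test system = mouse IAP enzyme | signal = chemiluminescence readout | compound = DMSO-dissolved test compounds | incubation = 30 min at room temperature | benchmarks = DMSO wells, no-enzyme wells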
GRIN3A LBD mod = binders of NR3A ligand-binding domain, primary screen, biophysical, differential scanning fluorimetry, uHTS | Glutamate receptor ionotropic, NMDA 3A (GRIN3A) ligand-binding domain | Tm shift relative to glycine control, % at 25 µM | AID 1259313, 2017 | 340,000 compounds, 2.5% hits | NR3A LBD differential scanning fluorimetry, Tm shift; 0% = protein alone, 100% = glycine-bound protein;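 active means melting temperature shift of at least 10% of the positive control shift, at one fixed dose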
A3G deaminase = APOBEC3G DNA deaminase inhibitors, primary screen, biochemical, fluorescence, single-stranded DNA substrate, uHTS. DNA dC->dU-editing enzyme APOBEC-3G (Homo sapiens), Q9HC16. recombinant A3G, ssDNA deamination FAM/TAMRA fluorescence. inhibition, % at 20 µM. 330,000 compounds, 0.28% hits;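 active means inhibition of at least 40% at 20 µM, with no more than 30% in the related APOBEC3A deaminase screen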;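 further: plate controls were DMSO wells with A3G for no effect and wells lacking A3G enzyme for full effect; some compounds called inactive have numbers as strong as hits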
Target sequence (Q9HC16 whole entry, looked up): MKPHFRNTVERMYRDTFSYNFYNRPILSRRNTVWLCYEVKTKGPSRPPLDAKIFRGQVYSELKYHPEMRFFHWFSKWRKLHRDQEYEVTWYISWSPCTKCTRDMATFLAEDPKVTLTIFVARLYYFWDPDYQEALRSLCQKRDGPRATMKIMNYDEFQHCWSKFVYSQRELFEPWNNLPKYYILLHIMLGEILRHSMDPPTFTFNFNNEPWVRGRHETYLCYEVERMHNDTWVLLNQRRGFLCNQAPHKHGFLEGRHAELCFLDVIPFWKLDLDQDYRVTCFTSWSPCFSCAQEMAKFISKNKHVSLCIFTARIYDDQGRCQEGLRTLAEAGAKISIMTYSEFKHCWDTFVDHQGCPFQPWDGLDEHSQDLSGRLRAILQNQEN
A3A deaminase = APOBEC3A ssDNA deaminase inhibitors, primary screen, selectivity assay for APOBEC3G inhibitor project, biochemical, FAM/TAMRA oligo cleavage fluorescence | DNA dC->dU-editing enzyme APOBEC-3A (Homo sapiens), P31941 | recombinant A3A, FAM/TAMRA ssDNA deamination fluorescence | 330,000 compounds, 0.41% hits | inhibition, % at 20 µM | AID 493011, 2011;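 active means at least 40% inhibition at 20 µM here, with at most 30% in a related deaminase screen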;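 further: plate controls were A3A with DMSO for no effect and wells lacking A3A enzyme for full effect; some results filed as inactive read as strong as hits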
MPTP inh = mitochondrial permeability transition pore inhibitors, primary screen, biochemical, isolated mouse mitochondria, absorbance. 360,000 compounds, 1.4% hits. AID 602449, 2012. Ca2+ swelling absorbance, 30 min. inhibition, % at 10 µM;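 active means inhibition of 50% or more, scaled per plate between neutral and stimulator controls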;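 further: 0% = DMSO wells given calcium and 100% = 1 mM EGTA wells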
* = called active by the depositor; · = not tested or not shown.

Preview (four entries):
no.	SMILES	hIAP act	mIAP block	MIN6 prolif	hIAP inh	mIAP act
1	O=C(COC(=O)/C=C/c1ccc(OC(F)F)cc1)Nc1ccc(N2CCOCC2)cc1	0.96	9	3	4	0.91
2	Nc1nnc(SCC(=O)OCC(=O)Nc2ccccc2)s1	0.89	3	-1	11	0.97
3	C=CCN1C=C2C(=O)C(C)(OC(=O)C3CCCC3)C(=O)C=C2C=C1c1ccsc1 (stereo unspecified)	0.98	4	-1	2	0.96
4	CCN1CCCC1CNC(=O)C(=O)NC(C)c1ccccc1 (stereo unspecified)	1	0	-1	-4	1

no.	GRIN3A LBD mod	A3G deaminase	A3A deaminase	MPTP inh
1	2	-5	1	-1.4
2	-1	-4	-2	-0.6
3	4	-5	3	-0.1
4	1	-9	-2	-2.8

This part in full, repeating the preview:
no.	SMILES	hIAP act	mIAP block	MIN6 prolif	hIAP inh	mIAP act
1	O=C(COC(=O)/C=C/c1ccc(OC(F)F)cc1)Nc1ccc(N2CCOCC2)cc1	0.96	9	3	4	0.91
2	Nc1nnc(SCC(=O)OCC(=O)Nc2ccccc2)s1	0.89	3	-1	11	0.97
3	C=CCN1C=C2C(=O)C(C)(OC(=O)C3CCCC3)C(=O)C=C2C=C1c1ccsc1 (stereo unspecified)	0.98	4	-1	2	0.96
4	CCN1CCCC1CNC(=O)C(=O)NC(C)c1ccccc1 (stereo unspecified)	1	0	-1	-4	1
5	Fc1cccc(F)c1-n1c(CN2CCCCC2)csc1=S	1.2	-2	1	-15	1
6	Cn1ccsc1=NC(=O)c1cc(S(=O)(=O)N2CCOCC2)ccc1F	0.99	1	-1	0	0.99
7	COc1ccc(NC(=O)c2ccc3c(=O)n(-c4ccc(OC)cc4OC)c(=S)[nH]c3c2)cc1	1.1	-5	-4	-10	1
8	N#C/C(=C/c1ccc(Br)s1)C(=O)NCCc1c[nH]c2ccccc12	1.1	-1	0	-10	1
9	O=C(Nc1ccccc1)N(C1=NCCCCS1)c1ccccc1	1.2	-22	-2	-17	1.2
10	CC(=O)/C(C[N+]1(C)CCCCC1)=N\O	1.1	6	-1	-6	0.94
11	COC(=O)Cc1[nH]c(=S)[nH]c1C(=O)OC	1.1	9	0	-6	0.91
12	COC(=O)c1cc(C(=O)N2CCN(c3cccc(Cl)c3)CC2)cc([N+](=O)[O-])c1	0.8	19	-2	20	0.81
13	CN(C(=O)c1cccc(NC(=O)Cc2cccc([N+](=O)[O-])c2)c1)C1CCC1	0.87	8	-1	13	0.93
14	COCCN1Cc2cccc(C(=O)Nc3c(C)cc(C)cc3C)c2C1=O	0.95	-5	-2	5	1.1
15	COc1ccc(-c2nnc(Sc3nc4ccccc4o3)c3ccccc23)cc1	0.99	10	-4	1	0.9

no.	GRIN3A LBD mod	A3G deaminase	A3A deaminase	MPTP inh
1	2	-5	1	-1.4
2	-1	-4	-2	-0.6
3	4	-5	3	-0.1
4	1	-9	-2	-2.8
5	2	-7	-2	3.0
6	4	-4	-3	-1.3
7	-6	-6	-4	-5.7
8	23*	-7	-3	1.9
9	-1	-2	0	-2.7
10	-1	21	41*	1.8
11	-1	0	3	-1.0
12	1	-2	-1	-1.2
13	-2	-9	-5	-0.7
14	0	-3	-2	0.7
15	0	-8	-6	3.7

no.	SMILES	hIAP act	mIAP block	MIN6 prolif	hIAP inh	mIAP act
16	Cc1cc(C)cc(-n2c(SCC(=O)NCc3ccco3)nc3ccccc3c2=O)c1	0.86	-6	0	14	1.1
17	O=C(COC(=O)CCC1CCCC1)Nc1ccccc1OC(F)F	0.92	-7	-4	8	1.1
18	CCNC(=O)N(CC)C[C@H]1N[C@@](C)(C(=O)OC)[C@H]2C(=O)N(C)C(=O)[C@@H]12	0.98	-3	2	2	1
19	NC(=O)c1ccc(N2CCN(c3ncc(C(F)(F)F)cc3Cl)CC2)cc1	0.89	6	-3	11	0.94
20	CN(C)S(=O)(=O)c1ccc2c(c1)C(CC(=O)O)NC2=O (stereo unspecified)	0.85	-7	4	15	1.1
21	Cc1ccc(CCC(=O)Nc2ccc([N+](=O)[O-])cc2)o1	0.93	-4	-2	7	1
22	O=C(C1CC(=O)N(c2ccc(Br)cc2)C1)N1CCCC1 (stereo unspecified)	1	7	-1	-1	0.93
23	CC(C)OCCCNC(=O)c1ccc(CN2CCc3ccccc3C2)cc1	1.1	6	1	-8	0.94
24	C[C@H](CO)NC(=O)[C@@H]1C[C@H]1[C@@H](NP(=O)(c1ccccc1)c1ccccc1)c1ccccc1	0.83	-5	-6	17	1.1
25	CC1CCc2c(C(=O)NCc3ccco3)csc2C1 (stereo unspecified)	1.2	-7	-1	-16	1.1
26	NC(=O)c1ccc2c(=O)c(O)c(-c3cc(Cl)c(N)c(Cl)c3)[nH]c2c1	0.96	3	-1	4	0.97
27	Cc1noc(C)c1S(=O)(=O)N1CCCC(C(=O)NCCC2=CCCCC2)C1 (stereo unspecified)	0.97	-7	-2	3	1.1
28	O=C(c1cn(-c2ccccc2)nc1-c1ccccc1)N1CCOCC1	1.1	-16	-5	-10	1.2
29	CCc1cccc(NC(=O)CSc2nc3c(c(=O)[nH]2)CCCC3)c1	0.94	6	1	6	0.94
30	O=c1/c(=C/c2cccc3ccccc23)sc2ncnn12	1.1	18	1	-13	0.82

no.	GRIN3A LBD mod	A3G deaminase	A3A deaminase	MPTP inh
16	-1	-5	3	-2.9
17	0	-12	3	-0.9
18	-1	-1	-1	5.3
19	-1	-4	3	2.1
20	-1	4	3	-1.4
21	-1	-3	-4	0.5
22	2	-3	0	-0.5
23	2	-2	0	-0.8
24	-2	16	4	-2.4
25	0	2	2	0.8
26	-3	-2	-2	2.2
27	1	-6	-4	0.1
28	1	-2	-4	1.4
29	·	0	1	·
30	7	-5	-4	-0.1

no.	SMILES	hIAP act	mIAP block	MIN6 prolif	hIAP inh	mIAP act
31	O=c1cc(CCl)[nH]c2nc3ccccc3n12	1	0	-5	-3	1
32	Fc1ccc(CSc2ncnc3ccccc23)cc1	0.95	7	0	4	0.93
33	CCN1CCN(c2nnc(-c3ccc(C)cc3)c3ccccc23)CC1	1.2	-2	-4	-22	1
34	COc1ccccc1NC(=O)c1cc(S(=O)(=O)NC2CCCC2)ccc1F	1.2	5	-1	-16	0.95
35	O=[N+]([O-])c1cc(S(=O)(=O)N2CCOCC2)ccc1N1CCCC1	0.9	4	-1	10	0.96
36	COc1ccc(CC(=O)Nc2nc(-c3ccccc3)c(C(C)=O)s2)cc1OC	0.93	-2	0	7	1
37	CCN1C(=O)/C(=C/c2nc3ccccc3c(=O)n2-c2ccccc2)c2ccccc21	0.91	1	-7	9	0.99
38	COc1ccccc1NS(=O)(=O)c1ccc(C(=O)NCc2ccncc2)cc1	1	5	-4	-2	0.95
39	CCCCc1cc(=O)oc2cc(OCC(=O)N3CCOCC3)ccc12	0.85	5	-4	15	0.95
40	CN(C)C(CNC(=O)c1ccc(S(=O)(=O)Nc2ccccc2)cc1)c1ccco1 (stereo unspecified)	1.3	-1	3	-30	1
41	CN(C(=O)C(Cl)Cl)c1ccc(OC(=O)c2ccco2)cc1	1	-10	-4	0	1.1
42	Cc1ccc(/C=C2/C(=N)N3N=C(CC(=O)N4CCCC4)SC3=NC2=O)o1	1	12	-1	-4	0.89
43	O=C(c1cccs1)N(Cc1nc2sc3c(c2c(=O)[nH]1)CCCC3)C1CCCC1	1.1	3	-2	-7	0.97
44	O=C(C(=O)N1CCN(c2ccc(F)cc2)CC1)c1c[nH]c2ccccc12	0.99	-3	-3	1	1
45	CC(NC(=O)Cn1ccsc1=N)C12CC3CC(CC(C3)C1)C2 (stereo unspecified)	1.2	-16	-2	-18	1.2

no.	GRIN3A LBD mod	A3G deaminase	A3A deaminase	MPTP inh
31	-2	-2	-2	0.1
32	1	-3	0	1.0
33	-1	-4	-1	0.1
34	-2	-2	1	0.6
35	-2	-1	0	-1.5
36	-3	0	-5	0.9
37	-1	-3	1	-2.4
38	0	-3	2	-1.8
39	1	-13	-6	0.6
40	0	1	7	0.2
41	-2	-4	3	-0.8
42	1	2	0	-0.4
43	-14	-1	2	0.5
44	1	-1	1	-0.1
45	-1	-1	-3	5.9

no.	SMILES	hIAP act	mIAP block	MIN6 prolif	hIAP inh	mIAP act
46	CC(C)COC(=O)n1c(=O)oc2ccc(S(=O)(=O)N3CCCCC3)cc21	0.91	0	3	9	1
47	Cc1ccc(C)c(Oc2ncnc(N)c2[N+](=O)[O-])c1	0.84	-6	1	16	1.1
48	CCC(CC)c1nnc(NC(=O)c2cccc(S(=O)(=O)N3CCc4ccccc43)c2)s1	1.1	14	-4	-5	0.86
49	CC(C)CN1CCN(Cc2cn(C)c3ccccc23)CC1CCO (stereo unspecified)	1.2	-3	-2	-16	1
50	COc1ccc(Cn2c(=O)c3[nH]cnc3n(-c3ccccc3C)c2=O)cc1	1.1	-3	10*	-6	1

no.	GRIN3A LBD mod	A3G deaminase	A3A deaminase	MPTP inh
46	-1	-3	-2	4.9
47	0	-6	2	1.0
48	1	-1	2	6.7
49	0	-9	-6	-0.2
50	1	-1	-4	0.0

Bioassay records deposited in PubChem by Sanford-Burnham Center for Chemical Genomics.

Compounds were not picked by outcome. About 5% of those tested had a hit in this group.
